MRP1 act: H69AR viability gain despite doxorubicin, primary screen, MRP-1 activator project, H69AR cells, CellTiter-Glo | 140,000 compounds, 0.61% hits | viability increase, % at 10 µM | viability rescue;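 active means viability gain under doxorubicin at or above a set limit, the compound median plus 3 SD, cut at about 4.7% in these data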;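 further: MRP-1 overexpressing cells given doxorubicin 25 µM after compound pretreatment; 18-22 h compound pretreatment then 72 h with doxorubicin before readout; 0% = doxorubicin-only wells and 100% = vehicle-treated cells without doxorubicin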
Yeast life ext: compounds extending yeast replicative lifespan, primary screen, S. cerevisiae, OD615. S. cerevisiae growth with nicotinamide; deaD strain in restrictive glucose medium. AID 775, 2007. 130,000 compounds, 0.68% hits. inhibition of the nicotinamide effect, % at 10 µM;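 active means inhibition above a set limit, placed 3 SD over the median of all compounds, cut at about 26% in these data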;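 further: 0% = nicotinamide-treated wells and 100% = cells grown without nicotinamide; some compounds called inactive have numbers as strong as hits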
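System: Modified budding yeast, DeaD strain | Buffer or medium: Restrictive glucose medium | Also added: 1.5 mM nicotinamide | Doses: 10 µM single point, 0.25% DMSO | Schedule: 48 h compound exposure at 30 °C, humidified | Detection: Absorbance at 615 nm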
HCT116 PTEN-null: growth suppression of PTEN-null HCT116, primary screen, cell-based, CellTiter-Glo. viability, % at 10 µM. 140,000 compounds, 1.2% hits. HCT116 PTEN-null viability, 60 h; stronger effect = lower value;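 active means viability at or below a set limit, 4 SD under the median of all tested compounds, cut at about 3.7% in these data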;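 further: PTEN knockout HCT116 line with beta catenin targeted HCT116 as companion control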
Measles CPE: compounds protecting cells from measles virus cytopathic effect, primary screen, measles RdRp inhibitor project, single point, MLSMR library, absorbance; 140,000 compounds, 1.5% hits; Measles virus-infected cells, CPE protection; protection (pct of control), % at 4 µM; AID 841, 2007; in the data active means protection mostly above about 24%, no sharp cut-off; inactive means mostly below about 26%; further: some compounds called inactive have numbers as strong as hits
GALR2 blocker: GALR2 antagonists in receptor-expressing cells, primary screen; 140,000 compounds, 0.39% hits; AID 828, 2007; antagonist mode; Galanin receptor type 2 (Homo sapiens), O43603; inhibition, % at 4 µM; in the data active means inhibition above about 27%;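 further: cells stimulated with galanin 1-16 at roughly its EC80; 0% = agonist challenge control and 100% = basal control without agonist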
Target sequence (O43603 whole entry, looked up): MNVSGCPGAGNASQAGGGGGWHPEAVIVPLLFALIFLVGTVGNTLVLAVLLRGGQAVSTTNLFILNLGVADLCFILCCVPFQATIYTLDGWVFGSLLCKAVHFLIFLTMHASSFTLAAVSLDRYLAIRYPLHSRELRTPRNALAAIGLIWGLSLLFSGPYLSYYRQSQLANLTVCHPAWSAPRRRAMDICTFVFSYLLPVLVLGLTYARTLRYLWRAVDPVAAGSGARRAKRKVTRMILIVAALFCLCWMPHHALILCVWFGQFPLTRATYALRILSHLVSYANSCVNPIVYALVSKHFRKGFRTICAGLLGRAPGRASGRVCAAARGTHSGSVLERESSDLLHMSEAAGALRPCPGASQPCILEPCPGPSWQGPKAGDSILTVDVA
HCT116 bCat-KO: primary screen for growth suppressors in beta-catenin knockout HCT116 cells (colon tumor, human); HCT116 beta-catenin knockout viability, CellTiter-Glo, 60 h; stronger effect = lower value; viability, % at 10 µM; 140,000 compounds, 1.5% hits;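 active means viability at or under a set limit, the compound median less 4 SD, cut at about 6% in these data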;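 further: 0% = Hyamine 1622 control at 20 µM and 100% = untreated cell control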
E-sel TNF inh: E-selectin induction blockers in HUVEC – imaging, immunofluorescence, high content, primary screen. HUVEC TNFa-induced E-selectin immunofluorescence. inhibition, % at 2 µM. 120,000 compounds, 0.71% hits. AID 1246, 2008;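 active means inhibition above the batch mean plus 3 SD, and confirmed as a hit on visual image review, cut at about 43% in these data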;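 further: 0% = TNF-stimulated DMSO wells and 100% = unstimulated control wells; not every result past the cut was called active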
Yeast growth inh: growth inhibitors of yeast BB579 in restrictive medium, primary screen, yeast lifespan-shortening project, S. cerevisiae; OD615, 48 h; inhibition, % at 10 µM; 140,000 compounds, 0.51% hits;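 active means inhibition above a set limit, 3 SD over the mean compound inhibition, cut at about 44% in these data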; further: inactives centre near -24
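Assay system: S. cerevisiae DeaD strain BB579 yeast. Medium: CSMM-D restrictive synthetic medium containing dextrose (glucose). Times: 4 h cell preincubation, 48 h compound exposure, 30 °C humidified. Signal: OD615 turbidity measurement. Benchmarks: positive control amphotericin B 10 µg/mL.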
NPY Y2 blocker: NPY-Y2 receptor antagonists, primary screen, cell-based; inhibition, % at 2.7 µM; Neuropeptide Y receptor type 2 (Homo sapiens), P49146; AID 793, 2007; NPY-Y2 expressing cells, antagonist mode; 140,000 compounds, 0.99% hits; in the data active means inhibition above about 17%;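 further: 0% = vehicle with agonist challenge and 100% = reference antagonist with challenge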
Target sequence (P49146 whole entry, looked up): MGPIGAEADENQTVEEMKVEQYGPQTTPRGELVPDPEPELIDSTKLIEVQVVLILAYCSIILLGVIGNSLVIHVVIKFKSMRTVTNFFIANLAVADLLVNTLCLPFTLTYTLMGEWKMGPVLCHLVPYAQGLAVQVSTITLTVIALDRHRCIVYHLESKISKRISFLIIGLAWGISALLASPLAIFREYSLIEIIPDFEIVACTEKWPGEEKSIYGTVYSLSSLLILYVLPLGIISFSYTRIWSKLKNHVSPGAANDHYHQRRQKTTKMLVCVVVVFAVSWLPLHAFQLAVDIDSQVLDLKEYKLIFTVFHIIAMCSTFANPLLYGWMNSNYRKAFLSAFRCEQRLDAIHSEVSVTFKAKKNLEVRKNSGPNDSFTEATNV
Phagocyt inh: inhibitors of macrophage phagocytosis, primary screen, imaging, J774A.1 cells, IgG beads; AID 1029, 2008; J774A.1 macrophage IgG-bead phagocytosis; inhibition, % at 5 µM; 110,000 compounds, 0.07% hits;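 active means inhibition above the mean of the plate negative controls plus 5 SD, cut at about 13% in these data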;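 further: phagocytic index as fraction of beads internalized from green versus red external bead signal; plate controls were DMSO negative control for no effect and cytochalasin-D positive control for full effect; some results beyond the cut were filed as inactive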
Numbers without * were called inactive; x = not tested or not shown.

Value order: MRP1 act	HCT116 bCat-KO	Phagocyt inh	NPY Y2 blocker	E-sel TNF inh	Measles CPE	Yeast growth inh	HCT116 PTEN-null	Yeast life ext	GALR2 blocker
#1 CC(C)(C)NC(=O)CSc1nnc(-c2ccccn2)n1-c1ccccc1
  -2.5	96	0	-1	-12	8	29	85	-11	6
#2 CCOC(=O)/C(C#N)=C1/C=C(C)NC(c2ccccc2O)=N1
  -0.3	52	-1	2	2	16	-34	50	-6	3
#3 Cc1ccc(Cn2ncc3c(N4CCN(c5ccc(C)cc5)CC4)ncnc32)cc1
  -0.5	62	-3	9	x	7	-42	70	0	-2
#4 O=S(=O)(/C=C/c1ccccc1)NCCc1ccccn1
  0.1	104	-3	1	-9	14	1	97	-7	6
#5 Cc1cc(N/N=C/c2ccccc2)nc(NCc2ccccc2)n1
  2.3	52	-16	11	-2	18	-33	50	-3	2
#6 Cc1ccc(NC(=O)Cc2nc(CCl)cs2)cc1
  -3.3	89	-7	-1	-22	17	-37	91	2	-3
#7 CC(C)[C@H](NC(=O)c1ccccc1)C(=O)OCC(=O)N1CCc2ccccc2C1
  -1.8	93	1	2	37	7	-5	91	-5	-3
#8 COc1ccc(-c2nnc(N(C)C(=O)C3CCCO3)s2)cc1 (centres undefined)
  0.1	87	x	0	-8	24	-15	100	x	-10
#9 CS(=O)(=O)N(CC(=O)N1CCOCC1)c1ccc2c(c1)OCO2
  -0.5	97	0	3	-12	5	-19	105	-4	7
#10 CCCCCCCCCCNC(=O)C(=O)Nc1ccccn1
  -2.6	103	0	1	21	3	-37	94	3	-30
#11 CCOC(=O)c1ccc2c(c1)nc(SCC(=O)c1ccco1)n2CC
  -0.7	85	0	1	-35	6	-50	85	-5	6
#12 Cc1cc(C)n2nc(SCN3C(=O)c4ccccc4C3=O)nc2n1
  -3.0	92	x	2	30	13	-47	97	9	4
#13 CCOC(=O)CSc1nc2cc(C)ccc2cc1C#N
  -4.4	62	x	8	18	23	-49	47	-15	7
#14 COc1ccc(NCc2ccc3c(c2)OCO3)cc1Cl
  -2.7	84	-1	-2	-37	3	-17	89	-23	2
#15 CN(C)c1oc(-c2ccccc2Cl)nc1S(=O)(=O)c1ccccc1
  -0.3	80	0	7	-12	21	-17	84	-4	4
#16 O=C(c1ccc(Cl)cc1)c1oc2ccccc2c1CS(=O)(=O)c1ccccc1
  -0.2	73	-2	4	-49	21	-15	64	-3	9
#17 CSc1nc(Cl)cc(N(CCO)CCO)n1
  -2.5	96	x	1	13	8	-39	94	-12	-1
#18 CNC(=O)c1[nH]cnc1C(=O)Nc1cccc(OC)c1
  -1.9	86	0	1	-5	6	-50	99	-17	8
#19 COc1cc(SC)ccc1C(=O)N(C)Cc1ccccc1
  -3.4	86	x	5	-1	4	-15	89	-6	-4
#20 Oc1ccc(/C=N/NC(=S)Nc2cccnc2)cc1O
  -0.3	81	-4	3	8	7	-10	91	-1	3
#21 Cc1ccc(C(=O)Nc2ccon2)cc1S(=O)(=O)N1CCCC1
  -1.9	92	-2	4	17	0	-5	97	-5	-7
#22 COc1ccccc1N1CCN(CC(=O)N2N=CCC2c2ccccc2)CC1 (centres undefined)
  -1.9	88	-6	2	x	47	8	96	-2	-1
#23 c1cc(Nc2ncnc3sccc23)cc(-c2nnc3n2CCCCC3)c1
  -3.2	89	-1	2	x	3	-22	99	-9	-2
#24 Cc1ccc(-c2ccc(/C=N/NC(=O)CN3CCCC3)o2)cc1Cl
  -2.0	78	1	8	4	25	-38	96	-15	-14
#25 O=c1c2[nH]c3ccccc3c2ncn1CCN1CCNCC1
  -0.1	92	1	-1	0	17	8	96	-10	-2
#26 Cc1ccc(NS(=O)(=O)c2cc(C(=O)NCCSC3CCCCC3)ccc2C)cc1
  -2.6	65	0	-1	-12	17	-34	65	19	-9
#27 Cn1nnnc1SCC(=O)N1c2ccccc2Sc2ccccc21
  -2.9	82	-2	5	x	5	-8	92	-10	-5
#28 COc1ccccc1NC(=O)NC1(C(=O)N2CCCCCC2)CCCCC1
  -1.1	95	x	2	3	7	-10	83	x	-8
#29 CC(C)C(NS(=O)(=O)c1ccc2c(c1)OCCCO2)C(=O)O (centres undefined)
  1.8	83	-10	2	x	1	-41	87	0	0
#30 O=C1CCCCCN1C(=O)c1cccc(C(=O)N2CCCCCC2=O)c1
  -1.0	90	-3	0	x	5	-17	108	-4	4
#31 O=C(O)CCC(=O)OCC1CCCO1 (centres undefined)
  -0.9	98	-1	-1	-6	7	-26	100	-12	9
#32 CCNc1nc(NCC)nc(C(=O)NN)n1
  -0.7	90	x	2	-25	15	5	93	x	4
#33 Cc1ccc(NS(=O)(=O)c2cn(C)cn2)cc1
  -1.2	89	x	3	36	29	-37	101	-3	-1
#34 O=C1C2C3C=CC(C3)C2C(=O)N1/N=C/c1ccc(-c2ccccc2[N+](=O)[O-])o1 (centres undefined)
  -2.6	91	-5	2	0	11	-7	99	-9	7
#35 CC(C)OC(=O)c1cc(NC(=O)C2C3CCC(O3)C2C(=O)O)cc(C(=O)OC(C)C)c1 (centres undefined)
  -0.9	111	-1	2	19	18	6	103	-20	-1
#36 COc1ccc(C)cc1-n1nnnc1SCC1CCCCO1 (centres undefined)
  -0.7	97	x	4	-42	x	-38	98	-1	-5
#37 Cc1ccc(Oc2c(C(N)=O)cc([N+](=O)[O-])cc2[N+](=O)[O-])cc1
  -4.1	90	4	-1	x	5	7	95	-1	10
#38 COc1ccc(N(CCCN2C(=O)c3cccc4cccc(c34)C2=O)C(=O)c2cccc(OC)c2)cc1
  2.2	77	-7	2	x	10	-2	77	0	5
#39 Cc1cc(C)nc(NS(=O)(=O)c2ccc(Br)s2)c1
  0.9	99	0	3	x	5	6	94	-8	-20
#40 COc1ccc(CCCc2nnc(SCC(=O)Nc3nc(C)cs3)n2C)cc1
  -2.3	83	0	1	15	8	-25	90	-12	4
#41 COc1ccc(C2=C(O)C(C)N(c3ccccc3)C2=N)cc1OC (centres undefined)
  -1.2	97	1	-2	x	12	1	104	-15	0
#42 Cc1cc(C)c2c(N)c(C(=O)N3CCN(c4ncccn4)CC3)sc2n1
  -2.4	97	-1	1	-1	3	-5	103	-5	0
#43 COc1ccc(S(=O)(=O)N2Cc3ccccc3CC2C(=O)Nc2nccs2)cc1OC (centres undefined)
  -3.6	86	-1	2	-6	5	-21	81	0	8
#44 CCCn1c(-c2ccc(OC)cc2)nc2nc3ccccc3nc21
  -3.7	98	-1	0	-5	11	-21	89	-22	6
#45 Cc1ccc(N2CCN(c3cc(C)nc4nc(C)nn34)CC2)c(C)c1
  -1.2	85	x	3	-11	4	6	83	-3	-11
#46 COc1ccc(/C=C/C(=O)Nc2nc(C)cc(C)n2)cc1OC
  -3.1	98	-2	3	4	18	-27	93	-19	14
#47 CCCCC(=O)Nc1ccc(N2CCN(C(=O)CC)CC2)cc1
  -0.9	101	-1	6	-12	17	-11	112	0	-6
#48 CC(C)n1nc(C(=O)Nc2nc3ccc(S(C)(=O)=O)cc3s2)c2ccccc2c1=O
  -5.6	29	-1	x	x	19	-28	29	x	x
#49 O=C(CCc1nc2ccccc2[nH]c1=O)OCC(=O)c1cccc2ccccc12
  0.1	105	2	0	14	6	-31	102	-13	-3
#50 COc1cc(C(=O)N2CCN(C(=O)C(Cc3cc(C)ccc3C)NC(C)=O)CC2)cc(OC)c1OC (centres undefined)
  -4.4	99	x	0	-13	10	-30	93	-4	1

New compounds follow
Value order: MRP1 act	HCT116 bCat-KO	Phagocyt inh	NPY Y2 blocker	E-sel TNF inh	Measles CPE	Yeast growth inh	HCT116 PTEN-null	Yeast life ext	GALR2 blocker
#51 CN1CCN(C(=O)CCC(=O)c2ccc(F)cc2)CC1
  -1.6	91	3	-2	-7	29	-40	99	-12	-4
#52 COC(=O)CNC(=O)c1ccc(C)s1
  -0.2	92	2	2	15	37	-47	98	-2	-13
#53 CC(C)=C1C2CCC1C1C(=O)N(c3ccc4c(c3)OCO4)C(=O)C21 (centres undefined)
  -2.4	92	-2	1	-5	9	-28	83	1	-1
#54 Cn1nc([N+](=O)[O-])c2c(-c3nc4ccccc4s3)c(N)n(C3CCCCC3)c2c1=O
  -3.6	74	3	-2	8	15	-12	65	-1	-2
#55 c1ccc2nc(-c3ccc(N4CCOCC4)cc3)ccc2c1
  -1.5	85	0	2	x	-1	-12	83	-15	12
#56 CCSC1=C(C#N)C2(CCCCC2)C(C#N)=C(N)N1
  -0.8	81	-1	-1	x	7	-29	87	-6	6
#57 CN(C)c1ccnc2sc(C(=O)c3ccccc3)c(N)c12
  -1.3	86	-3	10	x	27	29	83	-7	4
#58 CCOCCCNC(=O)NC12CC3CC(CC(C3)C1)C2
  -0.5	93	0	0	-7	15	-40	100	-6	-4
#59 COc1ccc2nc(NC3=NC(C(=O)Nc4ccc(C)cc4)CC(=O)N3)nc(C)c2c1 (centres undefined)
  -1.8	94	-16	1	x	8	-25	74	0	-9
#60 CC12CC(NC(=O)N1c1cccc(C(=O)N3CCN(c4ccccc4)CC3)c1)c1ccccc1O2 (centres undefined)
  -0.8	92	0	0	-3	7	2	80	-13	-5
#61 CCCCOc1ccc(-c2cnc3ccccc3n2)cc1
  1.4	86	-10	1	x	8	-34	87	-2	-10
#62 CCc1nn2cc(C(=O)c3cc(C)ccc3O)cnc2c1-c1ccc(F)cc1
  0.4	91	-9	4	x	14	-10	83	5	-9
#63 CCN1CCN(C(=O)CCN2C(=O)COc3ccc(C)cc32)CC1
  -2.0	98	x	0	-3	15	-19	96	-18	-1
#64 CCOC(=O)/C=C1\NC(C)(C)Cc2cc(OC)c(OC)cc21
  -3.1	107	x	0	10	18	-6	98	-12	-9
#65 COc1nc(N2CCOCC2)nc(-n2cccc2)n1
  0.3	91	0	1	-11	4	-10	90	-7	1
#66 CC1=CC(C)C(/C=N/n2cnnc2)C(C)C1 (centres undefined)
  -0.9	104	x	-3	-15	x	-46	92	-6	1
#67 COc1ccc(S(=O)(=O)NNC(=O)c2csc(-n3nc(C)cc3C(F)(F)F)n2)cc1OC
  -0.7	97	2	4	-17	16	-63	102	-12	10
#68 COC(=O)c1ccc(C)c(N(CCO)CCO)c1
  -1.4	90	0	1	-33	19	21	90	-1	9
#69 COc1ccc2[nH]cc(C(=O)CN3CCN(C4CCCCC4)CC3)c2c1
  -1.2	90	-1	2	-28	5	-26	92	-21	-8
#70 CN1C(=O)/C(=N/OC(=O)c2ccccc2)c2ccccc21
  1.6	116	x	2	-16	33	100*	113	-14	12
#71 CCn1c(SCC(=O)Nc2sc3c(c2C#N)CCCC3)nnc1-c1ccncc1
  -0.2	97	x	-3	21	18	-40	94	x	-2

Screening results from PubChem.
